Assay outcomes as filed in PubChem.
KCNH2 3.1 inh = blocks the human KCNH2 3.1 channel isoform; U2OS KCNH2 3.1, thallium flux FluxOr; active compounds read low; activity change, % (tested at about 1.8 µM); 0.95% of 340,000 active;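 active = maximum activity change below -70%; inconclusive = maximum activity change from -70% to -50%; inactive = maximum activity change above -50%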;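 note: thallium influx rate constant from kinetic fluorescence after stimulation buffer; % is set by controls: 0 for no effect and ±100 for the full control effect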
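We transduce U2OS cells with the mutant 3.1 virus, culture them overnight, load FluxOr with Red40 quencher for 45 min, then add stimulation buffer and read kinetically for 2 min to derive a normalized rate constant.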
A-T KAP1 phos = potential ataxia-telangiectasia treatment | […] A-T fibroblasts, KAP-1 phosphorylation AlphaLISA; neocarzinostatin DNA damage 30 min before lysis | Potency, µM (top dose mostly 57.5 µM), inactives show at the top dose activation, usual class: activators | 0.19% of 320,000 active; note: potency is the fitted concentration of half-maximal effect; % of control where 0% means no effect; nearly all actives have a fitted effect of over 45% in size
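ATM-like activity read as KAP-1 phosphorylation via AlphaLISA donor/acceptor antibody pairs after lysis and 6 hr at 25C. Cells were ATM-null patient fibroblasts ([…], hTERT), dosed 60 min, then exposed to the DSB inducer NCS for 30 min.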
KCNH2 WT inh = blocks the wildtype human KCNH2 potassium channel. 0.37% of 340,000 active. U2OS, BacMam KCNH2, thallium flux FluxOr; active compounds read low. activity change, % at 1.84 µM;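 active = maximum activity change below -70%; inconclusive = maximum activity change between -70% and -50%; inactive = maximum activity change above -50%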; note: % is set by controls: 0 for no effect and ±100 for the full control effect
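U2OS cells transduced with wild-type KCNH2 virus are loaded with FluxOr dye for 45 min, and thallium flux is measured in kinetic reads before and after stimulation buffer. Rate constants are normalized to DMSO controls.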
Eya2 phos inh = blocks the phosphatase activity of human Eya2; Potency, µM (series often up to 76.9 µM), without a hit: at the highest dose activity, negative = inhibition, actives largely listed as inhibitors; AID 488837; 0.006% of 330,000 active; recombinant Eya2, OMFP fluorescence dephosphorylation (OMFP is methylfluorescein phosphate); note: potency is the fitted concentration of half-maximal effect; % is set by controls: 0 for no effect and ±100 for the full control effect
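Eya2 (0.2 uM) preincubated 10 min at ambient with compound, then OMFP substrate added at 50 uM; 10 min reaction in 50 mM HEPES pH 7.5, 50 mM NaCl, 5 uM MgCl2, 0.05% BSA, 1 mM DTT. Fluorescence read at Ex 485/Em 525 nm.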
Mito fusion yeast = inhibitors of mitochondrial division or activators of mitochondrial fusion | S. cerevisiae fusion-defective mutant growth rescue, CellTiterGlo 48 h | 0.23% of 320,000 active | Potency, µM (top dose mostly 46.1 µM), for inactives: at the top dose growth rescue (activation), most hits filed as activators;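 note: potency is the fitted concentration of half-maximal effect; % of control where 0% means no effect; nearly all actives have a fitted effect of over 45% in size; temperature-sensitive fusion mutants such as fzo1-1 at 37 °C on non-fermentable ethanol glycerol medium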
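Read-out: ATP-based luminescence (CellTiterGlo, 10 min ambient) reporting growth of fusion-defective ts yeast after 48 hours at 37C on glycerol/ethanol YPEG medium in the presence of compound.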
TRPV1 ag = human TRPV1 agonism; 0.19% of 320,000 active; activation, % at 8.33 µM; TRPV1-expressing cells, Fluo-8 calcium influx, agonist mode; Q8NER1; in the data active = activation above about 80%; inconclusive = between about 30% and that limit; note: 0% is about no effect
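TRPV1-expressing cells were cultured overnight at 35.5C and loaded with Fluo-8 calcium dye for 40 to 90 min at room temperature. After a 10 s baseline, compound was added and calcium influx was read kinetically for 3 min (ex 480/em 520 nm).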
TSHR antag = human thyrotropin receptor antagonism; AID 504810; P16473; activity change, negative = inhibition, % at 11.5 µM; 0.2% of 330,000 active; TSHR-expressing cells, TSH-stimulated cAMP HTRF, 2 h; active compounds read low;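 active = activity change below a set negative limit, meaning inhibition stronger than a set level, cut at about -70% in these data; inconclusive = activity change between two set negative limits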; note: % is set by controls: 0 for no effect and ±100 for the full control effect
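Freshly harvested TSHR cells receive pin-tooled compound, then EC80 TSH at 4nM final. After 2 hours at 37 deg C, antibody in lysis buffer and cAMP-d2 are added; 30 minutes at ambient temperature precede the HTRF read.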
TCR act = activators of T cell receptors; primary human leukocytes, anti-CD3, IL-2 HTRF, 48 h; Potency, µM (top dose mostly 9.22 µM), without a hit: at the highest dose activation of IL-2 secretion, hits mostly activators; 330,000 tested, under 10 active; note: % of control where 0% means no effect
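Using a-CD3 beads without co-stimulation, primary human leukocytes were exposed to compounds for 48 hr. An HTRF IL-2 kit measured the cytokine, with europium-to-d2 energy transfer producing emission at 665nm upon 320nm excitation.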
USP2a inh = USP2a (human) protease inhibition | O75604 | USP2 core, Ub-CHOP2 coupled fluorogenic reporter, 485/531 | Potency, µM (series often up to 38.3 µM), inactives show top-dose activity change, negative = inhibition, hits mostly inhibitors | 0.01% of 330,000 active;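 note: potency is the fitted concentration of half-maximal effect; plate controls were DMSO wells for no effect and full inhibition by NEM control for full effect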
Target sequence (O75604 whole entry, looked up): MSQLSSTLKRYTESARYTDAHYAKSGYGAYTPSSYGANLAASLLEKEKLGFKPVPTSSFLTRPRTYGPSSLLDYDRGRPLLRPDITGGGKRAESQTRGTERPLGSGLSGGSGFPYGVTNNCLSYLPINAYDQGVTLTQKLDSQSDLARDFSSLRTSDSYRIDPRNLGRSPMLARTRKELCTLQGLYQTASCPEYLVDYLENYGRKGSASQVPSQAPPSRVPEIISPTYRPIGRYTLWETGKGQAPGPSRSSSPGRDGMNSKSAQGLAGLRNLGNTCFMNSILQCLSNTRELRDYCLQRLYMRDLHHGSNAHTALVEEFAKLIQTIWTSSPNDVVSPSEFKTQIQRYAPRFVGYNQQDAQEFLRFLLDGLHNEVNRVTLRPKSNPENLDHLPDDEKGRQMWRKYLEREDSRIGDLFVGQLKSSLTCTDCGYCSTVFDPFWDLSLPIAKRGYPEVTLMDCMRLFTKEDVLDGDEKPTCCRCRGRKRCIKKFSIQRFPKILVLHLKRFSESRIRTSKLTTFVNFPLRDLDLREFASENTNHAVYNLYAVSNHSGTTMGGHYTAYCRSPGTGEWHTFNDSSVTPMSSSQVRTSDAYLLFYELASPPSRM
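Cell-free coupled assay: 10nM USP2 core preincubated 30min RT with compound in Tris-HCl pH 8.0/CaCl2/CHAPS buffer, then 25nM Ub-CHOP2 and 25nM reporter substrate; fluorescence (Ex 485/Em 531) read after 60min RT, normalized to NEM inhibition, concentration-response curves fitted.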
ELG1 DNA repair = ELG1-dependent DNA repair inhibition; AID 504467; HEK293T ELG1-luciferase reporter, luminescence, 16 h; DNA damage induced by 5-fluorouridine; 2.3% of 330,000 active; Potency, µM (top dose mostly 46.1 µM), for the others: at the highest dose activity change, negative = inhibition, usual class: inhibitors; note: potency is the fitted concentration of half-maximal effect; % is set by controls: 0 for no effect and ±100 for the full control effect; nearly all actives have a fitted effect of over 55% in size
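Quantitative HTS, concentration-response format. 2,000 cells/well co-treated with 5-fluorouridine and compound, 16 hr in 5% CO2 at 37 °C; ONE-Glo luminescence read after 30 min.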
An asterisk follows results filed as active; [ ] = remark or other dose. Unless noted, calls come from the whole dose curve; as a rule, active = well fitted curve in the direction sought with a large enough effect; inconclusive = small, poorly fitted or top-dose-only effect, or another doubt; inactive = no such curve, though single readings can be large; an effect the other way counts as inactive or inconclusive.

`COc1ccc(C(C(=O)NC2CCCCC2)N(C(=O)c2sc(C)nc2C)c2ccccc2C)cc1` (centres undefined) gave KCNH2 3.1 inh 5, A-T KAP1 phos 13%, KCNH2 WT inh -12, Eya2 phos inh -1%, Mito fusion yeast 3%, TRPV1 ag 2, TSHR antag -9, TCR act -34%, USP2a inh 0% and ELG1 DNA repair inconclusive.
Screening CCOC(=O)CN1CC23C=CC(O2)C(C(=O)Nc2cc(OC)ccc2OC)C3C1=O (centres undefined) returned KCNH2 3.1 inh -7, A-T KAP1 phos 2%, KCNH2 WT inh 0, Eya2 phos inh 14%, Mito fusion yeast -4%, TRPV1 ag 0, TSHR antag 21, TCR act 0%, USP2a inh 2% and ELG1 DNA repair -1%.
O=C(COc1ccc2c3c(c(=O)oc2c1)CCCC3)NCc1ccncc1 was read as KCNH2 3.1 inh 10, A-T KAP1 phos 14%, KCNH2 WT inh -9, Eya2 phos inh 13%, Mito fusion yeast 5%, TRPV1 ag inconclusive, TSHR antag 43, TCR act 4%, USP2a inh -1% and ELG1 DNA repair 3%.
Screening COc1ccccc1NS(=O)(=O)c1ccc(NC(=O)c2ccncc2)cc1 returned KCNH2 3.1 inh 11, A-T KAP1 phos 2%, KCNH2 WT inh 13, Eya2 phos inh 4%, Mito fusion yeast 8%, TRPV1 ag 0, TSHR antag 17, TCR act 6%, USP2a inh 1% and ELG1 DNA repair inconclusive.
Clc1ccc(-c2cc(CSc3cccc(Cl)c3)on2)cc1 was read as KCNH2 3.1 inh -13, A-T KAP1 phos 16%, KCNH2 WT inh -4, Eya2 phos inh -2%, Mito fusion yeast -1%, TRPV1 ag 2, TSHR antag -3, TCR act -4%, USP2a inh 1% and ELG1 DNA repair 17%.
For COc1ccc(-n2c(SCC(=O)Nc3cc(C(=O)O)ccc3C)nc3ccccc3c2=O)cc1Cl the results were KCNH2 3.1 inh -6, A-T KAP1 phos -1%, KCNH2 WT inh -1, Eya2 phos inh 8%, Mito fusion yeast -1%, TRPV1 ag -1, TSHR antag -4, TCR act 1%, USP2a inh -1% and ELG1 DNA repair -19%.
For CN(C)c1cc[n+](CC(=O)Nc2ccc(Oc3ccccc3)cc2)cc1 the results were KCNH2 3.1 inh 10, A-T KAP1 phos 3%, KCNH2 WT inh -2, Eya2 phos inh 10%, Mito fusion yeast 7%, TRPV1 ag -1, TSHR antag -6, TCR act -8%, USP2a inh 5% and ELG1 DNA repair -21%.
For COc1cccc(C(=O)/C=C/c2ccc(N3CCCCC3)c([N+](=O)[O-])c2)c1 the results were KCNH2 3.1 inh -13, A-T KAP1 phos -1%, KCNH2 WT inh 0, Eya2 phos inh 0%, Mito fusion yeast 10%, TRPV1 ag 2, TSHR antag -12, TCR act -4%[46.1 µM], USP2a inh 1% and ELG1 DNA repair 1%.
COc1ccc(Nc2cc(C)nc3ccccc23)cc1 was read as KCNH2 3.1 inh 8, KCNH2 WT inh -19, Mito fusion yeast 2%, TRPV1 ag -2 and TCR act 1%.
For COC(c1ccccc1)c1nnc(CCC(=O)N(C)CCOc2ccccc2)o1 (centres undefined) the results were KCNH2 3.1 inh 0, A-T KAP1 phos -1%, KCNH2 WT inh -3, Eya2 phos inh -1%, Mito fusion yeast 9%, TRPV1 ag -1, TSHR antag -7, TCR act -11%, USP2a inh -2% and ELG1 DNA repair inconclusive.
For CC(=O)Nc1ccc(S(=O)(=O)NC2CCS(=O)(=O)C2)cc1Cl (centres undefined) the results were KCNH2 3.1 inh 27, A-T KAP1 phos -1%, KCNH2 WT inh 0, Eya2 phos inh 0%, Mito fusion yeast -4%, TRPV1 ag 2, TSHR antag -5, TCR act -8%, USP2a inh 1% and ELG1 DNA repair 10%.
Screening CN(C)C(CNC(=S)Nc1cccc(Cl)c1)c1cccnc1 (centres undefined) returned KCNH2 3.1 inh -1, A-T KAP1 phos 3%, KCNH2 WT inh 1, Eya2 phos inh 5%, Mito fusion yeast -1%, TRPV1 ag -1, TSHR antag -6, TCR act 3%, USP2a inh 3% and ELG1 DNA repair 5%.
CCOc1ccc(S(=O)(=O)N(C)c2ccc(OCC(=O)NCCc3ccc(OC)cc3)cc2)cc1 was read as KCNH2 3.1 inh 7, A-T KAP1 phos 17%, KCNH2 WT inh -3, Eya2 phos inh -17%, Mito fusion yeast -2%, TRPV1 ag -4, TSHR antag -15, TCR act -3%, USP2a inh 0% and ELG1 DNA repair inconclusive.
`CC1CCCC(C)N1/N=C/c1ccccc1OC(F)F` (centres undefined) gave KCNH2 3.1 inh -1, A-T KAP1 phos 5%, KCNH2 WT inh -13, Eya2 phos inh -8%, Mito fusion yeast -6%, TRPV1 ag -2, TSHR antag -3, USP2a inh 1% and ELG1 DNA repair 6%.
Screening COc1ccc(C2=NN(CCC(=O)NCc3cccs3)C(=O)CC2)cc1 returned KCNH2 3.1 inh -10, A-T KAP1 phos 2%, KCNH2 WT inh -4, Eya2 phos inh 3%, Mito fusion yeast 1%, TRPV1 ag 1, TSHR antag -2, TCR act -2%, USP2a inh 10% and ELG1 DNA repair -16%.
For CCCn1c(=O)c(C(=O)NCCc2ccc(OC)cc2)c(O)c2ccccc21 the results were KCNH2 3.1 inh -14, A-T KAP1 phos 29%, KCNH2 WT inh 43, Eya2 phos inh 8%, Mito fusion yeast 7%, TRPV1 ag 1, TSHR antag -13, TCR act 3%, USP2a inh 2% and ELG1 DNA repair -12%.
Screening CCOc1ccc(CN(C(=O)/C=C/c2ccco2)C2CCS(=O)(=O)C2)cc1 (centres undefined) returned KCNH2 3.1 inh -10, A-T KAP1 phos 3%, KCNH2 WT inh -1, Eya2 phos inh 3%, Mito fusion yeast 13%, TRPV1 ag 2, TSHR antag 1, TCR act 7%, USP2a inh 0% and ELG1 DNA repair 0%.
Screening CCOC(=O)N1CCN(C(=O)CSCc2ccc(C)cc2)CC1 returned KCNH2 3.1 inh 4, A-T KAP1 phos -2%, KCNH2 WT inh -14, Eya2 phos inh -15%, Mito fusion yeast 0%, TRPV1 ag 2, TSHR antag 6, TCR act 3%, USP2a inh 1% and ELG1 DNA repair 13%.
Screening CCNC(=S)Nc1ccc(N2CCCCC2)cc1 returned KCNH2 3.1 inh -4, A-T KAP1 phos 1%, KCNH2 WT inh -9, Eya2 phos inh 11%, Mito fusion yeast 5%, TRPV1 ag 11, TSHR antag 2, TCR act -9%, USP2a inh 3% and ELG1 DNA repair 0%.
For Cc1ccc(N(C(=O)CNC(=O)c2ccco2)C(C(=O)NC2CCCC2)c2ccncc2)cc1 (centres undefined) the results were KCNH2 3.1 inh 6, A-T KAP1 phos -1%, KCNH2 WT inh 2, Eya2 phos inh -17%, Mito fusion yeast 1%, TRPV1 ag -2, TSHR antag 5, TCR act -5%, USP2a inh 1% and ELG1 DNA repair -5%.
`Cc1cccc(CN2C(=O)c3ccccc3Sc3ccc(C(=O)NCCCN4CCOCC4)cc32)c1` gave KCNH2 3.1 inh 4, A-T KAP1 phos 0%, KCNH2 WT inh 3, Eya2 phos inh 1%, Mito fusion yeast -13%, TRPV1 ag 4, TSHR antag -8, TCR act -7%, USP2a inh -1% and ELG1 DNA repair 0%.
Screening COc1ccc(-c2nc3n(n2)C(=O)CC(c2ccco2)S3)cc1 (centres undefined) returned KCNH2 3.1 inh 12, KCNH2 WT inh -1, Eya2 phos inh 1%, Mito fusion yeast 4%, TRPV1 ag 3, TSHR antag -10, TCR act 6%[46.1 µM], USP2a inh 3% and ELG1 DNA repair 6%.
`CN1CCN(c2ccc(S(=O)(=O)N3CCCCC3)cc2NC(=O)Cc2c(F)cccc2Cl)CC1` gave KCNH2 3.1 inh -4, A-T KAP1 phos 17%, KCNH2 WT inh -3, Eya2 phos inh -22%, Mito fusion yeast 2%, TRPV1 ag 0, TSHR antag -10, TCR act -2%, USP2a inh -1% and ELG1 DNA repair 10%.
`Cc1nc(-c2cn[nH]c2-c2ccc(O)cc2O)cs1` gave KCNH2 3.1 inh -2, A-T KAP1 phos 0%, KCNH2 WT inh 13, Eya2 phos inh 5%, Mito fusion yeast -5%, TRPV1 ag -4, TSHR antag -4, TCR act 1%[46.1 µM], USP2a inh -2% and ELG1 DNA repair 2%.
`COCCN(C(=O)c1cc(-c2ccco2)nc2ccccc12)c1c(N)n(Cc2ccccc2)c(=O)[nH]c1=O` gave KCNH2 3.1 inh 4, A-T KAP1 phos 10%, KCNH2 WT inh -10, Eya2 phos inh -41%, TCR act 2%, USP2a inh 7% and ELG1 DNA repair 23%.
For Cc1ccc(C)c(/C=C2\CCn3c2nc2cc(C(=O)O)ccc2c3=O)c1 the results were KCNH2 3.1 inh 3, A-T KAP1 phos -12%, KCNH2 WT inh -8, Eya2 phos inh 3%, Mito fusion yeast 15%, TRPV1 ag 0, TSHR antag -18, TCR act 10%, USP2a inh 1% and ELG1 DNA repair 5%.

Some of the compounds tested, so the mix of outcomes need not match the whole.
